Statin myotox sup: suppression of simvastatin myotoxicity. C2C12 myotubes + simvastatin, ATP luminescence, 48 h; scaled: DMSO 0, geranylgeraniol control 100. rescue of ATP level, % at 7.49 µM. AID 602340. 330,000 compounds, 0.78% hits;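 active = mean ATP rescue above about 67%, or every replicate alone reaching that limit, limit read from the data, passing the limit was not always enough; inconclusive = no clear call, values can overlap the other calls; inactive = mean under the limit and some replicate under it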;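 also: myotubes were challenged with 10 µM simvastatin during compound exposure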
miR122 inh: blocks miR-122 activity in Huh7 sensor cells | Huh7 miR-122 Renilla luciferase sensor, 48 h; neutral wells = 0, positive control = 100 | activation (reporter increase), % at 12.5 µM | 340,000 compounds, 0.3% hits;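 active = mean replicate activation score at least 90 and every replicate individually at or above 90; inconclusive = only one of the two criteria met; inactive = neither criterion met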;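 also: higher luciferase means less miR-122 activity so hits act as miR-122 inhibitors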
ARNT-TACC3 inh: ARNT/TACC3 interaction disruption; Q9Y6A5; AlphaScreen His-ARNT PAS-B/GST-TACC3 binding, luminescence; TACC3 fragment carries E629A point mutation; inhibition, % at 9.99 µM; 390,000 compounds, 0.66% hits; AID 623870;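 active = mean inhibition of replicates at least 50% and at least half of replicates each reaching 50%; inconclusive = half or more replicates reach 50% but mean below 50%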;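 also: 0% = complete ARNT plus TACC3 wells and 100% = ARNT alone without TACC3; many hits fall short of the cut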
esBAF inh: inhibitors of esBAF chromatin remodeling in mouse ES cells | Bmi1-luciferase knock-in reporter, 24 h; 100% = twice the neutral-well signal | reporter increase, % at 12.5 µM | 350,000 compounds, 2% hits | AID 602393; in the data active = activation above about 40%; inconclusive = no clear call, values can overlap the other calls;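 also: 0% = median of the plate's neutral control wells and 100% = double that signal; a rise in the Bmi1 reporter signal indicates esBAF inhibition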
ERp5 block: blocks human ERp5 reductase activity on insulin; AID 651711; ERp5 insulin aggregation, absorbance 650 nm, 90 min; inhibition, % at 9.99 µM; Q15084; 350,000 compounds, 0.05% hits;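 active = mean replicate inhibition above about 25%, with every replicate also reaching it, limit read from the data, passing the limit was not always enough; inconclusive = only one of those two criteria met; inactive = neither criterion met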
Target sequence (Q15084 whole entry, looked up): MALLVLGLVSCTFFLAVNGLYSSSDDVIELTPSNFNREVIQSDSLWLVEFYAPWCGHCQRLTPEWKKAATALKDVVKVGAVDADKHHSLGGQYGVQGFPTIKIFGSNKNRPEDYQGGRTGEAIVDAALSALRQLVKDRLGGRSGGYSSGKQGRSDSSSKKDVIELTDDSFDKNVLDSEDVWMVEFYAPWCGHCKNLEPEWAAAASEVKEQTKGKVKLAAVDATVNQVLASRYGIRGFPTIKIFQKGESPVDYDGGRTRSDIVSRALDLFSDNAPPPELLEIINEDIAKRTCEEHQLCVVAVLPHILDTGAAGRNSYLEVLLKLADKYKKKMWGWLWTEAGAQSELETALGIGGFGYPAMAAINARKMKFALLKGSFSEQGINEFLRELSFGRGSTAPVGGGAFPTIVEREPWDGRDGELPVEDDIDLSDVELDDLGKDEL
Cneo AK release: causes C. neoformans cell lysis; adenylate kinase release luminescence, 4 h; normalised: neutral wells 0, clomiphene wells 100; lysis activity, % at 15 µM; 360,000 compounds, 0.2% hits; AID 651654;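 active = mean lysis activity across replicates of at least 80%, whatever share of replicates individually reach that level; inactive = mean lysis activity below 80%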
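Material – log-phase Cryptococcus neoformans yeast cells · Input – 5 × 10^6 yeast cells/mL · Medium – fresh YPD growth medium · Doses – single compound concentration per well · Timing – static 4 h at 37 °C with compound, 1 h detection · Detection – adenylate kinase release luminescence · Read-out – signal increase indicating cell lysis · Control set – Clomiphene as positive lysis control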
SIRT5 block: blocks human SIRT5 desuccinylation of peptide; Q9NXA8; Purified SirT5, succinyl-peptide AMC, trypsin-coupled fluorescence; inhibition, % at 15 µM; 330,000 compounds, 1.1% hits; AID 652115; in the data active = inhibition above about 15%; inconclusive = no clear call, values can overlap the other calls
Target sequence (Q9NXA8 whole entry, looked up): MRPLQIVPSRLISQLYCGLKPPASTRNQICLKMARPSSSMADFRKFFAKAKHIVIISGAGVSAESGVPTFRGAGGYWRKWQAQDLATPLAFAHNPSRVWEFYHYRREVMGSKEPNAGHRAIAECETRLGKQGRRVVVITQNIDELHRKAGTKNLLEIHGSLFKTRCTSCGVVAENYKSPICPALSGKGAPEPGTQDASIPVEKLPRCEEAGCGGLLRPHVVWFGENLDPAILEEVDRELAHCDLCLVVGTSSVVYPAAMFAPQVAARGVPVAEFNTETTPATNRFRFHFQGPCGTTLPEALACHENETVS
* marks the source's active call; other numbers are inactive results; ? = inconclusive; nt = no result given; [ ] = another dose, or the depositor's remark.

# | structure | Statin myotox sup | miR122 inh | ARNT-TACC3 inh | esBAF inh | ERp5 block | Cneo AK release | SIRT5 block
1 | O=C(COC(=O)CN1C(=O)C2CCCCC2C1=O)Nc1c(Cl)cccc1Cl (stereo not drawn) | 10 | nt | 2 | -9 | 1 | -2 | -5
2 | Cc1cc(C(=O)NC2CCCc3c2cnn3-c2cccc(C)c2C)n(C)n1 (stereo not drawn) | -16 | -14 | -7 | -23 | -1 | -5 | 0
3 | COc1ccc(-n2nc(C(=O)NCC(=O)NCCC3=CCCCC3)c3ccccc3c2=O)c(OC)c1 | -8 | nt | -3 | -1 | 0 | -2 | -1
4 | CN(C)n1cnc2ccsc2c1=O | nt | nt | -4 | nt | 8 | nt | -4
5 | Cc1ccc(CC2S/C(=C(/C#N)C(=O)NCc3ccco3)N(c3ccccc3)C2=O)cc1 (stereo not drawn) | -11 | -6 | -12 | -2 | nt | 0 | nt
6 | CC(=O)c1ccc(S(=O)(=O)N(CCCO)Cc2cc3cc(C)ccc3[nH]c2=O)cc1 | 12 | nt | -5 | -11 | 0 | -4 | 2
7 | CN(C)CC(=O)Nc1ccc2c(c1)[C@H]1C[C@H](CC(=O)N3CCN(C)CC3)O[C@H](CO)[C@H]1O2 | -1 | -5[16.7 µM] | -11 | -5 | -1 | -4 | -2
8 | COc1cccc(-c2cnc3c(NC(C)=O)cc(-c4ccc(C(=O)N5CCOCC5)cc4)cn23)c1 | -6 | -2 | nt | -9 | 3 | -1 | nt
9 | Cn1cnc(S(=O)(=O)Nc2cc(-c3ccc(Cl)cc3)nn2C)c1 | nt | -5 | nt | nt | -10 | -1 | -2
10 | COc1ccc(NC(=S)NC(=O)c2cncc(Br)c2)cc1 | nt | nt | -7 | nt | -7 | nt | -5
11 | COc1ccc(CC(=O)OCC(=O)NC(=O)NC23CC4CC(CC(C4)C2)C3)cc1 | 6 | 1 | 10 | -9 | nt | -1 | nt
12 | O=C(c1cccnc1)N1C[C@@H]2[C@H](c3ccccc31)[C@H](CO)N2C(=O)C1CCCCC1 | -9 | 27[16.7 µM] | -8 | -6 | -2 | 4 | 1
13 | C=CCn1c(O)c(N=Nc2ccccc2[N+](=O)[O-])c2ccccc21 | 6 | nt | nt | 58* | 7 | 3 | 5
14 | COc1ccccc1N1CCN(C(=O)c2cc(S(=O)(=O)N3CCCCC3)ccc2C)CC1 | 2 | -4 | -7 | nt | -2 | 0 | 7
15 | CCOc1ccc(C(C)=O)cc1CSc1nnc(-c2ccoc2C)n1N | -21 | nt | -4 | -5 | nt | -2 | nt
16 | Cc1noc(C)c1C(=O)OCC(=O)Nc1ccccc1C(=O)NC(C)c1ccccc1 (stereo not drawn) | nt | -2 | 2 | nt | nt | 1 | nt
17 | COc1cccc(/C=C/C(=O)N2CC(C)OC(C)C2)c1OC (stereo not drawn) | 12 | nt | 2 | -5 | 1 | 0 | 0
18 | Cc1ccc([C@@H]2CC=C(C(=O)O)[C@H](c3cccc(F)c3)N2S(=O)(=O)c2ccccc2C)cc1 | -4 | 4 | -2 | 7 | 18 | -2 | 0
19 | Cc1ccccc1S(=O)(=O)Cc1ccc(C(=O)NCc2cccs2)o1 | nt | -8 | 0 | 7 | nt | nt | nt
20 | C[C@H](CO)N1C[C@H](C)[C@@H](CN(C)CC2CCCC2)OCc2cnnn2CCCC1=O | 11 | -6[16.7 µM] | -6 | -6 | 7 | -4 | -1
21 | COc1cc(OC)cc(C(=O)N2CCN(S(C)(=O)=O)CC2)c1 | nt | 6 | nt | -2 | nt | -1 | nt
22 | O=C(NCC1CCCO1)c1cc2cc(F)ccc2[nH]1 (stereo not drawn) | 13 | -4 | -3 | 40 | 4 | -1 | -5
23 | COc1ccc(OC)c(NC(=O)COC(=O)CCNc2ccccc2OC)c1 | 3 | -5 | 1 | -9 | 1 | -1 | -2
24 | CC(=O)OC1CC(C)(C)N(OC(=O)c2ccccc2)C(C)(C)C1 | 6 | -3 | nt | -7 | nt | 2 | nt
25 | Cc1ccc(N2CC(C(=O)Nc3nc4ccc(S(C)(=O)=O)cc4s3)CC2=O)cc1 (stereo not drawn) | -5 | -4 | 3 | -11 | -2 | -3 | 1
26 | COC(=O)c1sccc1NC(=O)c1ccc(C#N)cc1 | 3 | 2 | 29 | -3 | nt | -2 | nt
27 | CC(C)CCOCc1nc2sc3c(c2c(=O)[nH]1)CCC(C)C3 (stereo not drawn) | -18 | -4 | -2 | 16 | 1 | -1 | 2
28 | COc1ccc(S(=O)(=O)N(C)C[C@@H]2OCCCC[C@@H](C)Oc3ccc(N(C)C)cc3C(=O)N([C@@H](C)CO)C[C@H]2C)cc1 | -27 | -3[16.7 µM] | 3 | -5 | 0 | 60 | 1
29 | COCC(=O)N[C@@H]1CC[C@H](CC(=O)N2CCCCC2)O[C@@H]1CO | 9 | 13[16.7 µM] | -1 | 1 | -5 | 54 | 3
30 | CC(C)C[C@H]1CNC(=S)N1CC1CCCN1C[C@H](CC(C)C)N1C[C@H](Cc2ccc(O)cc2)N(CC2CCCCC2)C1=S (stereo partly drawn) | 2 | -8 | 5 | 3 | 0 | 1 | -2

Records above marked active in esBAF inh:
entry | SMILES | miR122 inh | ARNT-TACC3 inh | esBAF inh | ERp5 block | SIRT5 block
13 | C=CCn1c(O)c(N=Nc2ccccc2[N+](=O)[O-])c2ccccc21 | nt | nt | 58* | 7 | 5

Other records
# | structure | Statin myotox sup | miR122 inh | ARNT-TACC3 inh | esBAF inh | ERp5 block | Cneo AK release | SIRT5 block
31 | C[C@@H]1CN([C@H](C)CO)C(=O)c2ccccc2-c2ccccc2CO[C@@H]1CN(C)C(=O)[C@@H]1CCCN1C | -1 | nt | -5 | 1 | 1 | 0 | 2
32 | O=C(NCCCN1CCOCC1)c1ccc(Cl)cc1Cl | -5 | 3 | -4 | -4 | -1 | -1 | -1
33 | CCC1COCCS(=O)(=O)N1Cc1cccc(Cl)c1 (stereo not drawn) | -7 | -3 | -1 | -4 | 5 | -1 | -3
34 | COc1cc(NC(=O)N2CCc3nc(Nc4cc(Cl)cc(Cl)c4)ncc3C2)cc(OC)c1OC | -1 | -2 | nt | -6 | 0 | -1 | -2
35 | CC(=O)c1cc(-c2ccccc2)n(CC(=O)NCc2cccs2)c1C | 36 | -3 | 1 | 11 | nt | 6 | nt
36 | COC(=O)c1ccc(NC(=O)CN2CCN(CC#N)CC2)cc1 | 6 | 2 | -3 | -13 | 1 | -1 | 4
37 | COC(=O)[C@]1(C)N[C@H](CN(C)C(=O)c2ccccc2)[C@@H]2C(=O)N(C)C(=O)[C@@H]21 | 8 | -5 | -2 | -4 | -1 | 1 | 34*
38 | C[C@H]1CN([C@@H](C)CO)C(=O)Cc2cc(NC(=O)Nc3ccc4c(c3)OCO4)ccc2O[C@H]1CN(C)Cc1ccc(C(F)(F)F)cc1 | 10 | -2[16.7 µM] | -31 | 1 | 11 | -1 | 0
39 | CCOC(=O)c1c(C)[nH]c(C(=O)NNC(=O)c2ccc(Br)cc2)c1C | 0 | nt | -7 | 18 | 6 | 7 | 0
40 | CC(=O)c1ccc(NC(=O)c2cc(C)nc3ccccc23)cc1 | -5 | -5 | 2 | 62* | 1 | -3 | -3
41 | O=C(C[C@H]1C[C@@H]2c3cc(NC(=O)c4cccnc4)ccc3O[C@@H]2[C@@H](CO)O1)NCc1ccc(Oc2ccccc2)cc1 | 7 | -9[16.7 µM] | 10 | 8 | -4 | 3 | 9
42 | CCC(=O)Nc1ccc2c(c1)C(=O)N(C)[C@H]1CC[C@@H](CC(=O)NCCOC)O[C@H]1CO2 | -5 | 4[16.7 µM] | -6 | 8 | 0 | 48 | -1
43 | COc1ccc(OC)c(NC(=O)[C@H]2CC=CC[C@H]2C(=O)O)c1 | 6 | 11 | -5 | 6 | nt | -3 | nt
44 | COc1ccc2[nH]c(=O)c(CN(CCc3cccc(C)c3)C(C)=O)cc2c1 | -4 | 0 | 5 | 0 | nt | 0 | nt
45 | CCC(C)c1ccccc1OCCCN(C)Cc1ccccc1 (stereo not drawn) | -3 | -1 | 3 | -7 | 3 | 8 | -4
46 | CCCC#Cc1ccc2c(c1)O[C@H](CN(C)Cc1cccnc1)[C@H](C)CN([C@H](C)CO)S2(=O)=O | 6 | -8[16.7 µM] | 29 | -3 | 2 | 0 | 4
47 | O=C(NCCN1CCCC1)c1ccc2c(=O)n(CCc3ccccc3)c(=O)[nH]c2c1 | 13 | -10 | -6 | 19 | nt | -1 | nt
48 | Cc1ccc(S(=O)(=O)Nc2ccc3c(c2)C(=O)N([C@H](C)CO)C[C@@H](C)[C@@H](CN(C)Cc2ccc(Cl)c(Cl)c2)O3)cc1 | 54 | 6[16.7 µM] | 9 | 4 | 0 | 16 | 0
49 | C[C@@H]1CN([C@@H](C)CO)S(=O)(=O)c2ccc(C#CC(C)(C)O)cc2O[C@@H]1CN(C)Cc1ccc(F)cc1 | -8 | 35[16.7 µM] | -2 | -4 | 3 | 1 | 3
50 | O=C1CCC(C(=O)OCC(=O)Nc2ccc(OC(F)F)cc2)=NN1 | 3 | -4 | nt | -6 | -2 | 0 | nt
51 | COc1cccc(OC)c1OCCCOc1cccc2cccnc12 | -24 | -3 | -6 | ? | 5 | 0 | -2
52 | C=CCN(c1ccc(C(=O)NCCc2ccccc2)cc1)S(C)(=O)=O | -23 | -1 | -14 | 32 | nt | 3 | nt
53 | O=C(Nc1ccc2nc(-c3ccc(Br)o3)[nH]c2c1)c1cccs1 | 54 | -1 | 4 | 49* | nt | -7 | nt
54 | O=C(C[C@@H]1C[C@H]2c3cc(NC(=O)Nc4ccc(C(F)(F)F)cc4)ccc3O[C@H]2[C@H](CO)O1)NCCc1ccccc1 | -16 | 2[16.7 µM] | -6 | 3 | 13 | -9 | 2
55 | O=C(O)CCC(=O)NNC(=O)c1ccc(-c2ccccc2)cc1 | -16 | -4 | 0 | -1 | nt | -1 | nt
56 | O=C(COc1cccc2cccnc12)N/N=C1\SCC(=O)N1CCc1ccccc1 | nt | nt | 1 | nt | -1 | nt | -4
57 | CCCN(CC1CCCO1)C(=O)c1cc(COc2ccc(F)cc2F)on1 (stereo not drawn) | 4 | -4 | -10 | 5 | 3 | -4 | 1
58 | COc1ccc(NC(=O)CN(C)CC(=O)NCC(=O)Nc2ccc(F)cc2)cc1 | nt | nt | 0 | nt | -2 | nt | 3
59 | Clc1ncc2[nH]cnc2n1 | 0 | -4 | -1 | -3 | -5 | nt | -4
60 | CCOC(=O)c1c(NC(=O)CS(=O)(=O)c2cn(CC)c3ccccc23)sc2c1CCCC2 | 13 | 3 | -2 | -30 | 2 | 3 | -5

Ordered by SMILES length (lowest first): 3 of the compounds above
# | structure | Statin myotox sup | miR122 inh | ARNT-TACC3 inh | esBAF inh | ERp5 block | Cneo AK release | SIRT5 block
57 | CCCN(CC1CCCO1)C(=O)c1cc(COc2ccc(F)cc2F)on1 (stereo not drawn) | 4 | -4 | -10 | 5 | 3 | -4 | 1
56 | O=C(COc1cccc2cccnc12)N/N=C1\SCC(=O)N1CCc1ccccc1 | nt | nt | 1 | nt | -1 | nt | -4
29 | COCC(=O)N[C@@H]1CC[C@H](CC(=O)N2CCCCC2)O[C@@H]1CO | 9 | 13[16.7 µM] | -1 | 1 | -5 | 54 | 3

Three entries from above in another layout:
#47 O=C(NCCN1CCCC1)c1ccc2c(=O)n(CCc3ccccc3)c(=O)[nH]c2c1
#48 Cc1ccc(S(=O)(=O)Nc2ccc3c(c2)C(=O)N([C@H](C)CO)C[C@@H](C)[C@@H](CN(C)Cc2ccc(Cl)c(Cl)c2)O3)cc1
#49 C[C@@H]1CN([C@@H](C)CO)S(=O)(=O)c2ccc(C#CC(C)(C)O)cc2O[C@@H]1CN(C)Cc1ccc(F)cc1

compound no.	47	48	49
Statin myotox sup	13	54	-8
miR122 inh	-10	6[16.7 µM]	35[16.7 µM]
ARNT-TACC3 inh	-6	9	-2
esBAF inh	19	4	-4
ERp5 block	nt	0	3
Cneo AK release	-1	16	1
SIRT5 block	nt	0	3
